# Screening results as filed in PubChem.
# STAT3 act: activators of IL-6 induced STAT3 signaling. activation (% of control), % at 5.6 µM. hit rate 0.91% among 190,000. AID 871. U3A cells, IL-6 STAT3-luciferase reporter, luminescence; 100% = signal with IL-6 EC80 alone;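 active means activation above the screen-wide mean of compound activation plus 3 SD, cut at about 130% in these data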;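 further: 0% = background luminescence of wells with medium and substrate only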
#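 Material: STAT1-lacking human U3A cells, STAT3 luciferase reporter | Benchmarks: IL-6-only wells as 100% reference | Probe or stimulus: IL-6 (33 ng/mL) | Timing: Compound 1 h, then IL-6 6 h at 37 °C | Detection: Luminescence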
# PPARg SRC-3 ag: PPARgamma-driven SRC-3 recruitment agonism | P37231 | biochemical PPARgamma/SRC-3 coactivator recruitment assay | hit rate 0.26% among 200,000 | activation, % at 8 µM; in the data active means activation above about 23%;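 further: 0% = DMSO and 100% = reference agonist; some compounds past the cut are filed as inactive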
# Target sequence (P37231 whole entry, looked up): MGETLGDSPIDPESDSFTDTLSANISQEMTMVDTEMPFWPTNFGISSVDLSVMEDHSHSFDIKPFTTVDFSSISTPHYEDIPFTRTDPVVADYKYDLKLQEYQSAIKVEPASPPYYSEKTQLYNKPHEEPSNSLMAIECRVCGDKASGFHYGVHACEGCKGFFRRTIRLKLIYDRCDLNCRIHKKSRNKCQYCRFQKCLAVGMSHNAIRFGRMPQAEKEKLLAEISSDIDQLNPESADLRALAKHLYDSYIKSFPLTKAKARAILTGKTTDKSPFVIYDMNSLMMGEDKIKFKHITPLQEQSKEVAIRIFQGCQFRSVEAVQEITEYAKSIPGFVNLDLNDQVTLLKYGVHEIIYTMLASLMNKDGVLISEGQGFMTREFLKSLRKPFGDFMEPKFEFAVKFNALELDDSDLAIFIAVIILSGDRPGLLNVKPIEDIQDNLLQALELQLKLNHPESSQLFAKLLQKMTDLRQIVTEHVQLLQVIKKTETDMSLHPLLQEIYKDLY
# bIAP act: increases bovine intestinal alkaline phosphatase activity; purified bovine IAP, CDP-star luminescence, 30 min; hits give high values; fold of DMSO-control signal, blank-subtracted; activation factor at 20 µM; hit rate 0.17% among 200,000;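 active means activation factor of 2 or more at 20 µM, a signal rise over negative controls twice the positive control's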
# TNAP act hi DEA: activators of human TNAP at high phosphate acceptor concentration; P05186; purified TNAP, CDP-star luminescence, 1 M DEA, 30 min; hits give high values; 0 = EDTA background, 1 = DMSO-only activity; activation factor at 20 µM; 200,000 tested, under 10 active; AID 1136;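 active means activation factor at least 2 at 20 µM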
# Target sequence (P05186 whole entry, looked up): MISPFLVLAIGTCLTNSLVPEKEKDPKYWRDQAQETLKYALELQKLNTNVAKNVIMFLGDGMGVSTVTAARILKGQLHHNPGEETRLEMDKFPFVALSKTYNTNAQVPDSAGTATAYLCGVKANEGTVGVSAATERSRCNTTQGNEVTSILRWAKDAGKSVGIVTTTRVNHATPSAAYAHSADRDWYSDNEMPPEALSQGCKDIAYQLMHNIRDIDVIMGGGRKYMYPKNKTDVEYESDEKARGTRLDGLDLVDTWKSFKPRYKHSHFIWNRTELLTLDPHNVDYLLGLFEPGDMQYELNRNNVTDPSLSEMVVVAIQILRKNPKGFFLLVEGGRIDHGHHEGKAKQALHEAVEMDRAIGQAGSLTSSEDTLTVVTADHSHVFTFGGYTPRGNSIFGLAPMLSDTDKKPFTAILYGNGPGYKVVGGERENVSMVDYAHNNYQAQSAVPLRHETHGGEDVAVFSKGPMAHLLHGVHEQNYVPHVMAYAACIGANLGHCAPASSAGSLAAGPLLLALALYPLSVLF
#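 Measured by: Luminescent substrate turnover signal | Test system: Human TNAP | Input: TNAP 1/800 final | Dosing: 20 µM single point | Schedule: 30 min, room temperature | Controls: EDTA wells as negative control, DMSO wells as positive control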
# ROMK mod: modulators of human ROMK potassium channel; P48048; Tet-inducible ROMK, thallium flux fluorescence; actives lie on both sides; B-score at 10 µM; hit rate 2% among 130,000; AID 1918;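 active means signal ratio slope over the read window, or its plate-corrected B-score, at least 3 SD from the plate mean, either direction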;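 further: B-score of the F/F0 ratio slope over 7 to 12 s after thallium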
# STAT3 blocker: STAT3 signaling inhibition. U3A cells, IL-6 STAT3-luciferase reporter, luminescence; host cell line lacks STAT1. inhibition, % at 5.5 µM. hit rate 0.89% among 190,000. AID 862;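 active means inhibition above the mean inhibition across all screened compounds plus 3 SD, cut at about 44% in these data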;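 further: 0% = DMSO only wells and 100% = 100 µM nifuroxazide control wells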
# PPARg SRC-2 ag: agonists of SRC-2 recruitment by human PPARgamma | hit rate 0.34% among 200,000 | AID 1032 | PPARgamma LBD-SRC-2 recruitment, biochemical | activation, % at 8 µM; in the data active means activation above about 22%;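 further: 0% = vehicle and 100% = reference agonist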
# SRC2 TRFRET art: flags TR-FRET format artefacts in PPARgamma SRC-2 recruitment agonist screen | TR-FRET artefact counter-screen; hits give high values | TR-FRET ratio at 8 µM | hit rate 0.4% among 200,000; in the data active means TR-FRET ratio above about 2000; further: inactives centre near 1500
# bIAP inh: intestinal alkaline phosphatase (bovine) inhibition; purified bovine IAP, CDP-star luminescence, 30 min; inhibition, % at 20 µM; 190,000 tested, under 10 active;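 active means over 50% inhibition of intestinal alkaline phosphatase at 20 µM in the single-dose screen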
#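 System: Purified bovine intestinal alkaline phosphatase (IAP) enzyme | Input: IAP diluted 1/65,000,000 in the well | Also added: CDP-star chemiluminescent phosphatase substrate, 30 µM final | Dosing: 20 µM single dose | Times: Enzyme reaction for 30 min at room temperature | Detection: Luminescence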
# PPARg SRC1 recr: PPARgamma-driven SRC-1 recruitment agonism. P37231. PPARgamma-SRC-1 coactivator recruitment biochemical assay. activation, % at 8 µM. hit rate 0.41% among 200,000. AID 631; in the data active means activation above about 19%;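 further: 0% = DMSO and 100% = reference agonist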
# STAT1 blocker: inhibitors of IFN-gamma induced STAT1 signaling. NIH 3T3 STAT1-luciferase reporter, luminescence. inhibition, % at 5.5 µM. hit rate 0.35% among 200,000. AID 920;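 active means inhibition above a set limit, the mean inhibition across all tested compounds plus 3 SD, cut at about 34% in these data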;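 further: 0% = IFN-gamma with DMSO and 100% = IFN-gamma with 300 µM nifuroxazide; values of inactives mirror those of a sister screen read the other way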
# * = called active by the depositor; / = not tested or not shown; & = joins results of further samples. This is a subset; the hit share may differ from the screen's.
1: O=C(CN1C(=O)CCSc2ccccc21)N1CCC2(CC1)OCCO2
2: O=C(Nc1ccccc1OC(=O)N1CCCCC1)N1CCCCC1
3: CCCC(=O)Nc1cc(C(=O)N2CCC3(CC2)OCCO3)ccc1S(=O)(=O)c1ccc(C)cc1
4: CN(CC1COc2ccccc2O1)c1nc(-c2cccnc2)nc2ccccc12 (stereo not drawn)
5: CCOP(=O)(C#CC(C)(C)C)C1(O)CCCCC1 (stereo not drawn)
6: CCCCC(=O)N/N=C/c1c(O)n(C2CC2)c(=S)[nH]c1=O
compound no.,1,2,3,4,5,6
STAT3 act,93,96,104,84,108,101
PPARg SRC-3 ag,6,1,3,0,-2,-3
bIAP act,1,0.9,0.9,/,0.9,1
TNAP act hi DEA,1,1,1,/,1,1
ROMK mod,0.75,/,/,-2,/,-0.54
STAT3 blocker,11,11,-1,22,-2,-4
PPARg SRC-2 ag,-1,-3,7,7,-4,-2
SRC2 TRFRET art,1606,1352,1514,1497,1534,1664
bIAP inh,0,7,8,/,6,5
PPARg SRC1 recr,5,-2,5,10,4,7
STAT1 blocker,-6,3,4,-5,-4,-7

7: CN1C2CCC1CC(=NO)C2
8: CSc1ccc(C(=O)C2CCCN(Cc3cccnc3)C2)cc1 (stereo not drawn)
9: O=C1NC(=O)N(Cc2cccs2)C(=O)/C1=C/c1ccc(N2CCOCC2)cc1
10: O=C1OCCC1NC1=NCCC1 (stereo not drawn)
11: CCOP(=S)(OCC)SCC(=O)NC(C)(CC)C(=O)O (stereo not drawn)
12: CCCCCn1c(=O)c(C(=O)NCc2ccco2)c(O)c2ccccc21
compound no.,7,8,9,10,11,12
STAT3 act,93,101,97,102,100,95
PPARg SRC-3 ag,-4,1,0,-12,-3,2
bIAP act,0.9,0.9,0.9,1,1.1,1
TNAP act hi DEA,1,1.1,1,1,1,1.1
ROMK mod,-0.38,1.3,-0.15,0.14,-0.17,0.47
STAT3 blocker,10,11,10,1,-4,10
PPARg SRC-2 ag,-2,4,13,-9,-1,-4
SRC2 TRFRET art,1491,1566,1676,1501,1426,1588
bIAP inh,7,8,9,4,-6,0
PPARg SRC1 recr,4,-3,12,-3,2,-3
STAT1 blocker,-4,11,-10,8,1,-10

# Entries of single compounds, quoted from the list:
# CN1C2CCC1CC(=NO)C2 reads STAT3 act: 93; PPARg SRC-3 ag: -4; bIAP act: 0.9; TNAP act hi DEA: 1; ROMK mod: -0.38; STAT3 blocker: 10; PPARg SRC-2 ag: -2; SRC2 TRFRET art: 1491; bIAP inh: 7; PPARg SRC1 recr: 4; STAT1 blocker: -4
# CCOP(=S)(OCC)SCC(=O)NC(C)(CC)C(=O)O (stereo not drawn) reads STAT3 act: 100; PPARg SRC-3 ag: -3; bIAP act: 1.1; TNAP act hi DEA: 1; ROMK mod: -0.17; STAT3 blocker: -4; PPARg SRC-2 ag: -1; SRC2 TRFRET art: 1426; bIAP inh: -6; PPARg SRC1 recr: 2; STAT1 blocker: 1

# New compounds follow
13: NC1=Nc2ccccc2Oc2ccccc21
14: CCN(CC)c1ccc(CN(C)CCc2ccc(OC)c(OC)c2)cc1
15: O=C1CCN(C(=O)CNC(=O)Cc2ccccc2)CC1
16: O=C(Cn1cnc2sc3c(c2c1=O)CCCC3)NCCC(=O)N1CCC2(CC1)OCCO2
17: Oc1ccc(/C=N/NP(=S)(c2ccccc2)c2ccccc2)c(O)c1O
18: O=c1[nH]c(=O)n(CC2CCCO2)c(O)c1/C=C1\C=Nc2ccccc21 (stereo not drawn)
compound no.,13,14,15,16,17,18
STAT3 act,86,105,100,95,95,131
PPARg SRC-3 ag,7,3,1,5,2,3
bIAP act,1,1,1.1,1,1.2,0.8
TNAP act hi DEA,1,1.1,1,1,1.1,0.9
ROMK mod,/,-0.69,0.013,-0.41,-0.19,0.081
STAT3 blocker,20,2,2,9,4,-34
PPARg SRC-2 ag,4,-8,-3,11,8,3
SRC2 TRFRET art,1590,1362,1454,1499,1624,1494
bIAP inh,1,-3,-11,1,-25,15
PPARg SRC1 recr,1,-1,0,9,1,4
STAT1 blocker,13,8,2,3,2,14

# Results in sequence from the entries so far.
# PPARg SRC-3 ag for nos. 13 to 18 → 7, 3, 1, 5, 2, 3
# STAT3 act for nos. 13 to 18 → 86, 105, 100, 95, 95, 131
# TNAP act hi DEA for nos. 13 to 18 → 1, 1.1, 1, 1, 1.1, 0.9

# (next part)
19: CCOP(=O)(Cc1cc(C#N)oc1C)OCC
20: C[N+]1(C)CCc2cc3c(cc2[C@H]1[C@@H]1OC(=O)c2c1ccc1c2OCO1)OCO3
21: N=C1c2ccccc2CN1CC(=O)c1ccccc1
22: CCOP(=O)(OCC)C(NC(=O)C(Cl)Cl)C(Cl)(Cl)Cl (stereo not drawn)
23: CCOC(=O)c1c(-n2c(C)cc(/C=C3/C(=O)NC(=O)N(CC)C3=O)c2C)sc2c1CCCC2
24: C=COCCn1c(C)c(C(=O)OCC)c2cc(O)ccc21
compound no.,19,20,21,22,23,24
STAT3 act,98,96,106,101,107,99
PPARg SRC-3 ag,3,8&0,9,15,13,4
bIAP act,0.4,1.1&1,0.8,1,/,0.9
TNAP act hi DEA,1,1&1,1,1,/,1.1
ROMK mod,0.32,/,/,/,/,/
STAT3 blocker,6,7,-12,2,0,4
PPARg SRC-2 ag,15,10&2,16,-3,2,4
SRC2 TRFRET art,1571,1763&1432,1503,1475,1543,1549
bIAP inh,/,-6&0,20,3,/,15
PPARg SRC1 recr,8,15&-7,-6,6,4,3
STAT1 blocker,5,0,-91,-2,3,3

25: Cc1cc(C)c2c(c1)-c1cc(C)nn1C(c1cccnc1)N2 (stereo not drawn)
26: O=c1c2ccccc2nc(-c2ccco2)n1-c1ccccc1
27: Brc1ccc(C2N3CCCN23)cc1 (stereo not drawn)
28: CCCCn1c(O)c(C(C)=NCCCN(C)C)c(=O)[nH]c1=O
29: CC1CCC(NCC(O)c2ccccc2)CC1 (stereo not drawn)
30: O=C(C1CCCN(S(=O)(=O)c2cccc3nsnc23)C1)N1CCC2(CC1)OCCO2 (stereo not drawn)
compound no.,25,26,27,28,29,30
STAT3 act,/,97,104,97,106,95
PPARg SRC-3 ag,4,23,2,5,-13,7
bIAP act,1.1,1,1.1,0.9,0.9,1
TNAP act hi DEA,1,1,1,1,1,1
ROMK mod,/,-0.027,0.94,0.11,/,/
STAT3 blocker,/,7,0,8,-3,10
PPARg SRC-2 ag,4,18,2,-5,-3,4
SRC2 TRFRET art,1421,1681,1474,1490,1502,1530
bIAP inh,-13,-1,-6,12,7,0
PPARg SRC1 recr,6,8,15,1,-2,5
STAT1 blocker,0,-2,1,6,-6,7

31: O=c1c2ccccc2[se]n1-c1ccccc1
32: C=CCn1c(O)c(C(C)=Nc2ccc(N(CC)CC)cc2)c(=O)[nH]c1=O
33: CC(C)N1CC=C(c2c[nH]c3ccccc23)CC1
34: O=C(c1ccc(C(F)(F)F)cc1)C1CCCN(Cc2ccc(CO)o2)C1 (stereo not drawn)
35: O=C(Cn1cc(C(=O)c2ccccc2F)c2ccccc21)NCc1ccco1
36: c1ccc2c(CCNC3=NCCC3)c[nH]c2c1
compound no.,31,32,33,34,35,36
STAT3 act,94,93,102,106,99,103
PPARg SRC-3 ag,5,13,5,0,1,1
bIAP act,0.8,0.9,0.9,0.9,1,1
TNAP act hi DEA,1,1,1,1.1,1.1,1.1
ROMK mod,/,/,-0.72,1.1,/,-0.016
STAT3 blocker,9,12,0,-2,7,-1
PPARg SRC-2 ag,9,1,6,5,-7,12
SRC2 TRFRET art,1422,1554,1640,1543,1523,1619
bIAP inh,16,9,7,7,4,5
PPARg SRC1 recr,16,1,4,3,-5,3
STAT1 blocker,11,0,-2,-3,5,7

# Laid out differently: 3 of the compounds above.
entry	canonical_smiles	STAT3 act	PPARg SRC-3 ag	bIAP act	TNAP act hi DEA	ROMK mod	STAT3 blocker	PPARg SRC-2 ag	SRC2 TRFRET art	bIAP inh	PPARg SRC1 recr	STAT1 blocker
30	O=C(C1CCCN(S(=O)(=O)c2cccc3nsnc23)C1)N1CCC2(CC1)OCCO2 (stereo not drawn)	95	7	1	1	/	10	4	1530	0	5	7
31	O=c1c2ccccc2[se]n1-c1ccccc1	94	5	0.8	1	/	9	9	1422	16	16	11
32	C=CCn1c(O)c(C(C)=Nc2ccc(N(CC)CC)cc2)c(=O)[nH]c1=O	93	13	0.9	1	/	12	1	1554	9	1	0

# Carrying on.
37: CN(C)/C=C(\C=[N+](C)C)c1[nH]ncc1[N+](=O)[O-]
38: O=[N+]([O-])c1cc(S(=O)(=O)c2ccc(O)c([N+](=O)[O-])c2)ccc1O
39: CCOC(=O)C1=C(N)OC(C)=C(C(=O)OCCOC)C12C(=O)Nc1ccccc12 (stereo not drawn)
40: CC1C(c2cccs2)=[N+]([O-])C(C)(C(=O)c2ccc(F)cc2)N1O (stereo not drawn)
41: CN(C)C(=O)OCc1n(C)cc[n+]1C
42: O=C(Cn1ncc2c3ccccc3n(Cc3cccc(Cl)c3)c2c1=O)N1CCC2(CC1)OCCO2
43: COc1ccc(CC(=O)Nc2ccc3c(C(F)(F)F)cc(=O)oc3c2)cc1OC
44: COC(=O)c1c(N)n(Cc2ccc(OC)cc2)c2nc3ccccc3nc12
45: COC(=O)C(O)(c1ccc(NC(=S)NC(=O)c2ccc(Cl)cc2Cl)c(C)c1)C(F)(F)F (stereo not drawn)
compound no.,37,38,39,40,41,42,43,44,45
STAT3 act,93,97,108,105,107,79,93,103,103
PPARg SRC-3 ag,0,2,0,1,5,3,2,2,3
bIAP act,1,0.7,1,/,0.6,0.9,1,0.9,0.9
TNAP act hi DEA,1,1,0.9,/,1,1,1,1,1
ROMK mod,0.16,-0.29,0.38,/,/,/,/,-0.089,-0.75
STAT3 blocker,18,3,-7,4,-5,29,8,1,-3
PPARg SRC-2 ag,4,2,-3,6,5,2,-3,2,4
SRC2 TRFRET art,1590,1679,1534,1285,1506,1703,1593,1618,1691
bIAP inh,-3,29,3,/,42,6,2,6,6
PPARg SRC1 recr,8,1,10,0,6,-1,-1,20,2
STAT1 blocker,-9,0,-2,1,11,-6,5,1,11
